TRHR enhancer – TRH receptor (human) allosteric enhancement. P34981. AID 493056. enhancement, % at 2 µM. TRHR cells, fluo-8 calcium fluorescence, EC20 TRH enhancement. hit rate 0.66% among 360,000; in the data active = enhancement above about 30%; also: 0% is about no effect
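Enhancer read-out: after compound pinning and an initial kinetic agonist-mode read, an EC20 of TRH (10 nM final) was injected and fluo-8 calcium signal (Ex 480/Em 530) followed at 1 s/cycle for 100 cycles in TRHR-expressing cells.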
USP1-UAF1 inh – inhibitors of human USP1/UAF1 deubiquitinase; O94782; recombinant USP1/UAF1, Ub-Rhodamine cleavage fluorescence; Potency, µM (series often up to 57.1 µM), for the others: top-dose activity change, negative = inhibition, actives largely listed as inhibitors; hit rate 0.23% among 390,000; also: potency is read from the fitted curve at half-maximal effect; % is scaled to controls: 0 for no effect and ±100 for the full control effect; nearly all actives have a fitted effect of over 60% in size; inactives centre near -12
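Step one: compound is pinned into 1nM USP1/UAF1 in HEPES pH 7.8 buffer with TCEP. Step two: 15 min room-temperature incubation. Step three: Ub-Rho (150nM final) starts cleavage, tracked by fluorescence over six one-minute reads.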
D2 antagonist – antagonists of human D2 dopamine receptor | hit rate 2% among 340,000 | inhibition, % at 10 µM | AID 485344 | HEK293 TREx D2 cells, calcium flux, dopamine EC80; in the data active = inhibition above about 30%; also: 0% is about no effect
Target sequence (P14416 whole entry, looked up): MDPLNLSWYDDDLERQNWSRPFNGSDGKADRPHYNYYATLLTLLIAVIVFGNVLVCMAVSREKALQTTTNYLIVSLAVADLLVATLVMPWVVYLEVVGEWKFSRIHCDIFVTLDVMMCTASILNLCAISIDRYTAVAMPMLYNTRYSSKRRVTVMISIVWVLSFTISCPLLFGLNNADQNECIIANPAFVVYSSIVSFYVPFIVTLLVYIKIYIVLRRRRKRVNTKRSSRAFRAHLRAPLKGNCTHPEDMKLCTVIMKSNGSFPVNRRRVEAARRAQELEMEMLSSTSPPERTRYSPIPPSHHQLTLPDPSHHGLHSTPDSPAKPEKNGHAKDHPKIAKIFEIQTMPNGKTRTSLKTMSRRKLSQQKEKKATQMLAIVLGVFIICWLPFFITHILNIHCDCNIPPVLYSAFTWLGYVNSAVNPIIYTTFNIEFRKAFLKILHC
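Antagonism is scored as inhibition of an EC80 dopamine-evoked calcium signal in a force-coupled, tetracycline-inducible HEK293 T-REx D2 line, with compound present 180 s before agonist.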
Pin1 inhibitor – human Pin1 inhibition; Q13526; Pin1 FP peptide displacement, HiFluor488, 10 min; Potency, µM (top dose mostly 115 µM), inactives show at the top dose activity, negative = inhibition, most hits filed as inhibitors; AID 504891; hit rate 0.009% among 390,000; active = well fitted inhibition curve with a large enough effect in the polarisation, with a control signal flat, not every such curve was filed as active; inconclusive = small, poorly fitted or top-dose-only effect, or effect the other way, or a change in a side signal; inactive = no such curve, though single readings can be large or run the other way; the % refers to the polarisation; also: potency is read from the fitted curve at half-maximal effect; % is scaled to controls: 0 for no effect and ±100 for the full control effect
Target sequence (Q13526 whole entry, looked up): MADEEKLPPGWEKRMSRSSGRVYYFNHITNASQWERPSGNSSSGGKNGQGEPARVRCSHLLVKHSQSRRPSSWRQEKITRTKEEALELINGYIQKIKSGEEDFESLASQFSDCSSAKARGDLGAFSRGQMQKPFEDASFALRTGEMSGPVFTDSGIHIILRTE
TrxR1 substrate – is turned over as a substrate by rat TrxR1. Potency, µM (titrated, usually from 114 µM), for the others: top-dose activity change, negative = substrate turnover. purified TrxR1 substrate turnover, NADPH consumption readout. AID 588456. O89049. hit rate 0.01% among 390,000; also: potency is read from the fitted curve at half-maximal effect; % is scaled to controls: 0 for no effect and ±100 for the full control effect; nearly all actives have a fitted effect of over 50% in size
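Rat TrxR1, dispensed at 90 nM, was prereduced with 400 uM NADPH (final) for 5 min at ~22 deg C, then incubated with compound 15 min before 400 uM selenite. A first-read NADPH fluorescence drop versus no-compound background flagged substrates.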
TRHR ag – activates the human TRH receptor; P34981; TRHR cells, calcium flux fluo-8, FDSS agonist mode; activation, % at 2 µM; hit rate 0.18% among 360,000; AID 493084; in the data active = activation above about 30%; also: 0% is about no effect
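TRHR-expressing cells, plated overnight in medium with 10% serum, were loaded with fluo-8 calcium dye at room temperature. After a 10 s baseline, library compound was pin-added and calcium release was recorded kinetically (ex 480/em 530) as agonist response.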
D2 ag – activates the human D2 dopamine receptor; HEK293 T-REx D2 cells, calcium flux agonist mode; activation, % at 2 µM; hit rate 0.53% among 340,000; AID 485358;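 active = activation over 3 SD above normal in the single-dose calcium agonist read, cut at about 30% in these data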; also: 0% is about no effect
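In this primary screen, compounds producing a positive calcium signal within 180 s of addition to tetracycline-induced, force-coupled HEK293 Trex D2 cells are flagged; cells are dye-loaded with a no-wash calcium kit beforehand.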
TrxR1 inh – blocks rat thioredoxin reductase 1. recombinant rTrxR1, NADPH fluorescence consumption, selenite substrate. hit rate 1% among 390,000. Potency, µM (highest dose often 114 µM), inactives show top-dose activity change, negative = inhibition, hits mostly inhibitors. O89049. AID 588453; also: potency is read from the fitted curve at half-maximal effect; % is scaled to controls: 0 for no effect and ±100 for the full control effect; nearly all actives have a fitted effect of over 65% in size
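Rat TrxR1 (90 nM in the dispensed reagent) was pre-reduced with 400 uM NADPH for 5 min at room temperature, then incubated with compound for 15 min. After 400 uM selenite was added, NADPH fluorescence (Ex 340/Em 450 nm) was followed for 8 min.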
mIDH1 inhibitor – inhibitors of human mutant IDH1 R132H; O75874; IDH1-R132H enzyme, NADPH consumption, diaphorase/resazurin fluorescence; Potency, µM (series often up to 76.6 µM), inactives show at the highest dose activity change, negative = inhibition, most hits filed as inhibitors; hit rate 0.093% among 390,000; AID 602179; also: potency is read from the fitted curve at half-maximal effect; % is scaled to controls: 0 for no effect and ±100 for the full control effect; nearly all actives have a fitted effect of over 65% in size
Target sequence (O75874 whole entry R132H, stated change not applied): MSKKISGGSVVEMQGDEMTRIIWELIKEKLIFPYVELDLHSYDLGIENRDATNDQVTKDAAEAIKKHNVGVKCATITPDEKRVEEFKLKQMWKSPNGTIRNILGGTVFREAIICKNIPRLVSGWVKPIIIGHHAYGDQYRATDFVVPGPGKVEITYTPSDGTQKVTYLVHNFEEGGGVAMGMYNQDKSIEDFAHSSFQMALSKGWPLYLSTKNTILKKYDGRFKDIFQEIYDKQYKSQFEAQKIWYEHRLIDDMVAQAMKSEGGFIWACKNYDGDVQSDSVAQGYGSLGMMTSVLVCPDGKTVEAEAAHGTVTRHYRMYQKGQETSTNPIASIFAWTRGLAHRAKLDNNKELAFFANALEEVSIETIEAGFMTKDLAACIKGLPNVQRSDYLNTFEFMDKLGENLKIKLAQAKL
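IDH1-R132H (0.5 ug/mL dispensed) in pH 7.5 Tris buffer was preincubated 30 min with compound, then given a substrate mix of 0.016 mM NADPH and 2 mM alpha-KG for 80 min at room temperature; remaining NADPH was read by diaphorase/resazurin fluorescence.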
* marks the source's active call; other numbers are inactive results; ? = inconclusive; nt = no result given; & = joins results of further samples; [ ] = dose if it differs, or a comment. Unless noted, calls follow the shape of the dose curve; as a rule, active = well fitted inhibition curve with a large enough effect; inconclusive = small, poorly fitted or top-dose-only effect; inactive = no such curve, though single readings can be large or run the other way.

#1 CC1CCCN(CCC(=O)Nc2ccc(Br)cc2)C1 (stereo not drawn)
#2 CCOC(=O)Nc1nc(-c2ccc(Cl)cc2Cl)cs1
#3 Nc1nc(NCCOCCO)nc(NC2CCCCC2)c1[N+](=O)[O-]
#4 CS/C(=N\S(=O)(=O)c1cccs1)Nc1ccc(F)cc1
#5 Cc1cc(Cl)c(OCCCNCc2ccccc2)c(Br)c1
#6 O=C(CSCc1ccc(F)cc1)N1CCN(c2ccc(F)cc2)CC1
#7 COc1cccc(NC(=O)CN(C)C(=O)c2cccnc2Nc2cccc(C(F)(F)F)c2)c1
#8 COc1ccccc1CNC(=S)Nc1ccc2nc(N3CCN(C)CC3)cc(C)c2c1
#9 CCc1ccc(O)c(N=Cc2ccccc2O)c1
#10 O=C(C1CCCN(S(=O)(=O)c2cccc3cccnc23)C1)N1CCc2ccccc21 (stereo not drawn)

| Assay by compound | 1 | 2 | 3 | 4 | 5 | 6 | 7 | 8 | 9 | 10 |
| --- | --- | --- | --- | --- | --- | --- | --- | --- | --- | --- |
| TRHR enhancer | 1 | 7 | 4 | -5 | 4 | 4 | -14 | 4 | 4 | -1 |
| USP1-UAF1 inh | ? | -19% | -13% | 0% | 3% | -15% | ? | -9% | -23% | -20% |
| D2 antagonist | 4 | 3 | 9 | 20 | nt | 9 | -26 | 8 | -1 | -5 |
| Pin1 inhibitor | -2% | 0% | -1% | 0% | 3% | 2% | 0% | 4% | 4% | -1% |
| TrxR1 substrate | 11% | 2% | -11% | -2% | -5% | -2% | -9% | 0% | 8%[57.1 µM] | -8%[57.1 µM] |
| TRHR ag | 2.4 | 0.1 | -0.1 | 0.4 | 7.3 | 0.4 | 0.7 | -0.3 | 0.3 | -0.2 |
| D2 ag | 2.4 | -1.1 | 4.0 | -0.7 | nt | 0.9 | 0.4 | -0.7 | 0.4 | -1.4 |
| TrxR1 inh | 28% | 3% | 10% | 4% | 3% | 7% | -1% | -13% | -2%[57.1 µM] | 4%[57.1 µM] |
| mIDH1 inhibitor | 12% | -1% | 0% | 3% | 1% | 2% | 5% | 9% | 3% | 8% |

#11 O=c1oc(-c2ccco2)nc2ccccc12
#12 COc1ccc(CCC(=O)Nc2cc(Cl)ccc2N2CCN(C)CC2)cc1
#13 Cc1cc(C(=O)NC2CCCc3c2cnn3-c2cccc(C)c2C)no1 (stereo not drawn)
#14 C=C(C)CN(CC)C(=O)CCc1nnc(CCc2c[nH]c3ccccc23)o1
#15 Cc1cc(C)c(NC(=O)c2cc3sc(Cl)cc3n2C)c(C)c1
#16 O=C(C1CC1)N1CCc2cc(Br)cc(S(=O)(=O)N3CCN(c4ccccc4F)CC3)c21
#17 O=C(NNC(=O)c1ccccc1O)c1ccc(Br)cc1
#18 O=C(Nc1ccccc1F)Nc1ccccc1OC(F)F
#19 C/C(Cl)=C\C[N+](C)(C)CC(=O)OCCc1ccccc1
#20 CC(=O)c1ccc(S(=O)(=O)N2CCC3(CC2)CC(=O)c2ccccc2O3)cc1

| Assay by compound | 11 | 12 | 13 | 14 | 15 | 16 | 17 | 18 | 19 | 20 |
| --- | --- | --- | --- | --- | --- | --- | --- | --- | --- | --- |
| TRHR enhancer | -5 | 6 | -4 | -7 | 0 | -1 | -1 | -1 | -1 | 15 |
| USP1-UAF1 inh | -18% | -9% | -11% | 1% | -25% | -7% | -13% | -3% | 0% | 1% |
| D2 antagonist | 36* | -2 | 1 | 13 | nt | nt | 3 | 9 | 0 | -9 |
| Pin1 inhibitor | 5% | 2% | -2% | -2% | 0% | 5% | -4% | -5% | 4% | -3% |
| TrxR1 substrate | 13%[57.1 µM] | -11% | 4% | 10%[11.4 µM] | 2% | -5% | 3% | -3% | -2% | 9% |
| TRHR ag | 1.9 | 2.2 | -0.4 | -2.3 | -0.5 | 0.3 | -0.3 | -0.7 | 0.6 | 0.0 |
| D2 ag | 1.0 | 3.0 | -1.1 | -0.4 | -0.6 | -0.3 | 0.6 | -1.2 | 0.4 | -0.4 |
| TrxR1 inh | -11%[57.1 µM] | -110% | 5% | 12%[11.4 µM] | 2% | 12% | 10% | 3% | 24% | 1% |
| mIDH1 inhibitor | -1% | -2% | 17% | 5% | -12% | -11% | 12% | 0% | 2% | 1% |

#21 CC1=C(C(=O)Nc2ccccc2C(F)(F)F)C(c2sccc2C)NC(=S)N1 (stereo not drawn)
#22 COc1ccc(SCC(=O)Nc2ccc(N3CCN(C)CC3)c(F)c2)cc1
#23 CC(=O)Nc1cccc(NC(=O)c2c(-c3c(Cl)cccc3Cl)noc2C)c1
#24 C=CCn1c(-c2ccc(OC)c(OC)c2)n[nH]c1=S
#25 O=c1ccccn1CCOc1ccc(Cl)cc1
#26 CC1CN(c2nc3c(c(=O)[nH]c(=O)n3C)n2Cc2ccccc2F)CC(C)O1 (stereo not drawn)
#27 CC(=O)Nc1ccc(NC(=O)CC2Sc3ccccc3NC2=O)cc1 (stereo not drawn)
#28 Cc1ccc(C(C)C)c(OCC(=O)Nc2ccc3c(c2)nc(CN2CCCC2)n3C)c1
#29 Cc1cc(C)c2c(-n3cccc3)nn(C)c2n1
#30 O=C(CCC(=O)N1CCOCC1)NCCc1ccccc1

| Assay by compound | 21 | 22 | 23 | 24 | 25 | 26 | 27 | 28 | 29 | 30 |
| --- | --- | --- | --- | --- | --- | --- | --- | --- | --- | --- |
| TRHR enhancer | -5 | -8 | 14 | 17 | 0 | -1 | 9 | 17 | 6 | 4 |
| USP1-UAF1 inh | -10% | -13% | -12% | -14% | -18% | -9% | 4% | -24% | -17% | -2% |
| D2 antagonist | nt | 0 | -22 | -17 | 4 | -20 | nt | 3 | -4 | 22 |
| Pin1 inhibitor | 1% | -6% | -6% | 4% | -14% | 3% | -14% | 1% | 6% | -10% |
| TrxR1 substrate | 4% | -14% | 10% | 3% | 0% | -12% | 10% | 11%[57.1 µM] | 8% | -8% |
| TRHR ag | 1.3 | -0.7 | -2.2 | -0.5 | -1.0 | -0.1 | -1.8 | 0.3 | -0.6 | -0.3 |
| D2 ag | nt | -1.6 | -0.9 | 1.1 | -1.9 | 0.3 | -2.3 | 1.1 | 0.0 | 1.9 |
| TrxR1 inh | 8%[57.1 µM] | -23% | 12% | -26% | 24% | -13% | 0% | 24%[57.1 µM] | 18%[57.1 µM] | -11% |
| mIDH1 inhibitor | -3% | -1% | 9% | 4% | -2% | 0% | 0% | 2% | 9% | 5% |

#31 CCOc1ccc(NC(=O)CN(C)C(=O)c2cccnc2Sc2ccccc2Cl)cc1OCC
#32 CCCc1nc(C)c(-c2ccc(OC)c(OC)c2)c(=O)[nH]1
#33 Cc1ccc(CCNC(=O)CN2C(=O)COc3ccc(S(=O)(=O)N4CCCCC4)cc32)cc1
#34 CC1Cc2ccccc2N1C(=O)CSc1nc2ccccc2s1 (stereo not drawn)
#35 O=C(c1cc(-c2ccc(Cl)cc2)n[nH]1)N1CCN(C(=O)c2ccco2)CC1
#36 CCCCNC(=O)OCCNC(=O)NC
#37 CCCC(=O)OCC(=O)Nc1ccc(OC(F)F)cc1
#38 Cc1ccc2c(c1)P(=O)(O)c1cc(C)ccc1O2
#39 Nc1cc(N)nc(SCC(=O)NNC(=O)c2ccc(Cl)cc2)n1
#40 O=C(Cn1c(-c2cccs2)cc2cc(Cl)ccc21)N1CCN(c2ccccc2F)CC1

| Assay by compound | 31 | 32 | 33 | 34 | 35 | 36 | 37 | 38 | 39 | 40 |
| --- | --- | --- | --- | --- | --- | --- | --- | --- | --- | --- |
| TRHR enhancer | 5 | 1 | -19&-3 | 0 | 14 | -1 | -1 | nt | 1 | -1 |
| USP1-UAF1 inh | -24% | -13% | -14%&-3% | -18% | -24% | -20% | 1% | -14% | 9% | ? |
| D2 antagonist | 9 | 18 | -3 | -2 | 8 | -2 | -11 | nt | 16 | nt |
| Pin1 inhibitor | -3% | 1% | 2%&-3% | 15% | 0% | -5% | -5% | -4% | -4% | 20% |
| TrxR1 substrate | -5% | 5%[57.1 µM] | -2%&6% | -8% | 5% | -3% | -6% | 9%[11.4 µM] | 2%[57.1 µM] | 60%[activator] |
| TRHR ag | -1.3 | -1.0 | -0.1&-0.1 | 0.6 | -0.2 | 0.2 | -0.2 | nt | 0.5 | 0.3 |
| D2 ag | 0.6 | -0.7 | 0.6&-1.6 | -1.0 | -0.1 | 0.7 | 1.1 | nt | -0.1 | 0.0 |
| TrxR1 inh | 2% | 10%[57.1 µM] | 22%&14% | 9% | 9% | -2% | 5% | 19%[11.4 µM] | 5%[57.1 µM] | 67%[activator] |
| mIDH1 inhibitor | 2% | 8% | -12%&-4% | -4% | 7% | 1% | 2% | 13% | 2% | 43%[activator] |

#41 Nc1cc(N2CCCCC2)c([N+](=O)[O-])cc1Cl
#42 Cc1cccc(C)c1NC(=O)CSC(=O)c1sc2ccccc2c1Cl
#43 CSc1ccccc1NC(=O)c1cc(Cl)sc1Cl
#44 CC1(C)Cc2ccccc2C(=NCCCC(=O)O)N1

| Assay by compound | 41 | 42 | 43 | 44 |
| --- | --- | --- | --- | --- |
| TRHR enhancer | 0 | -3 | -3 | -11 |
| USP1-UAF1 inh | -20% | -14% | -23% | -14% |
| D2 antagonist | -14 | -18 | -16 | 18 |
| Pin1 inhibitor | -9% | 3% | -5% | 1% |
| TrxR1 substrate | -9% | 4%[57.1 µM] | 6%[57.1 µM] | 5%[57.1 µM] |
| TRHR ag | 0.3 | 0.0 | -0.1 | 0.8 |
| D2 ag | -1.9 | 0.3 | -0.4 | 0.0 |
| TrxR1 inh | -11% | 13%[57.1 µM] | 3%[57.1 µM] | -9%[57.1 µM] |
| mIDH1 inhibitor | 2% | 11% | 6% | 7% |

Screens deposited in PubChem BioAssay by National Center for Advancing Translational Sciences (NCATS).

This is a subset. The share of hits here may be higher or lower than overall.
